From PubChem BioAssay
HePTP inh: human HePTP phosphatase inhibition; P35236; recombinant HePTP phosphatase activity, OD absorbance; inhibition, % at 20 µM; 110,000 tested, 0.64% active; in the data active = inhibition above about 50%;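 also: plate controls were vehicle for no effect and reference inhibitor for full effect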
Target sequence (P35236 whole entry, looked up): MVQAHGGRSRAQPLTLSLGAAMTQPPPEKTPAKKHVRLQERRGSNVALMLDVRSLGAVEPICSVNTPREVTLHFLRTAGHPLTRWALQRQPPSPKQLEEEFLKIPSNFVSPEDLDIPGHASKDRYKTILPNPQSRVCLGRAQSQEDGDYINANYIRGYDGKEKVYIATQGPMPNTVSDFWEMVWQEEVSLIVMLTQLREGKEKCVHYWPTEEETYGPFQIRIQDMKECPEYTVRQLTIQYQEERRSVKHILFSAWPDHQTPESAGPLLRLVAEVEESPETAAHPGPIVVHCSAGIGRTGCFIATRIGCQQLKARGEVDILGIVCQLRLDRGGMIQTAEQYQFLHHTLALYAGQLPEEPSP
BAP1 inh: inhibitors of human BAP1 deubiquitinase | recombinant BAP1, Ub-AMC hydrolysis fluorescence kinetic; active compounds read low | activity remaining (% of control), % at 20 µM | 72,000 tested, 0.48% active | AID 436;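 active = activity remaining at or below 50% of control, provided the compound also passes the data quality filters; inactive = the rest, including low values that fail the filters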;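 also: 100% = DMSO wells rate and 0% = substrate alone blank rate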
Target sequence (Q92560 whole entry, looked up): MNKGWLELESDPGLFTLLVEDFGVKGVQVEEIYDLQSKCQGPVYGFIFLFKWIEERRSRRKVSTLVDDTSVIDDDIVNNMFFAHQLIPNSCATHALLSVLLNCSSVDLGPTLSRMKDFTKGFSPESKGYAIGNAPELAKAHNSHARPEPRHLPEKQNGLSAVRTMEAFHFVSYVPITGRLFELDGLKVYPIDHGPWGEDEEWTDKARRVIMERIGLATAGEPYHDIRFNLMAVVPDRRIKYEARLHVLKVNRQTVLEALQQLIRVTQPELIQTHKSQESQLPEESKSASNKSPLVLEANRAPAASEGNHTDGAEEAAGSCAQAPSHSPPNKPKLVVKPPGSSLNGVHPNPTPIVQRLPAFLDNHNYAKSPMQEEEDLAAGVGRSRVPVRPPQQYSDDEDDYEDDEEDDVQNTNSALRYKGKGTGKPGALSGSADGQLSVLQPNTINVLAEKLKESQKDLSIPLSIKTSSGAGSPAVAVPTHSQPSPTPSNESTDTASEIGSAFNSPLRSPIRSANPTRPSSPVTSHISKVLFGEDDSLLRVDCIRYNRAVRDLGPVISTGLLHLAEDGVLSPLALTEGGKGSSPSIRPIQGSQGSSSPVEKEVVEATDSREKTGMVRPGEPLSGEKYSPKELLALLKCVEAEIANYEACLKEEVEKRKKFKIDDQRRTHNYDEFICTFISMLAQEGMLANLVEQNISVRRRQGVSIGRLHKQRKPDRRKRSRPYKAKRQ
* = called active by the depositor; & = joins results of further samples.

For O=C(COc1ccccc1Cl)Nn1cnnc1 the results were HePTP inh -8.5&-5.0 and BAP1 inh 95.8.
Cc1cc(NC(=O)c2cc(C3CC3)on2)n(-c2ccccc2)n1 was read as HePTP inh 5.2 and BAP1 inh 85.6.
`CN(C(=O)c1cccs1)c1ccccc1C(=O)O` gave HePTP inh 6.0&2.0 and BAP1 inh 67.7.
For CN(C)C=NC1=NN(c2ccccc2)CC1 the results were HePTP inh -5.4.
For COC(=O)c1cccc(NC(=O)C2COc3ccccc3O2)c1C (stereo not drawn) the results were HePTP inh -9.8 and BAP1 inh 82.2.
Screening COc1ccc(C2/C(=C(/O)c3ccc(C)cc3)C(=O)C(=O)N2C)cc1 (stereo not drawn) returned HePTP inh 2.5 and BAP1 inh 75.3.
Screening O=C(CSc1ccc2nnc(-c3cccnc3)n2n1)N1CCOCC1 returned HePTP inh 5.6 and BAP1 inh 99.6.
Screening COc1ccc(CN2CCN(Cc3c[nH]c4ccccc34)CC2)cc1 returned HePTP inh 0.9.
CC(=O)Oc1oc(-c2ccccc2)nc1/C=N/c1ccccn1 was read as BAP1 inh 83.0.
O=C(NC1=NCCS1)c1csc2ccccc12 was read as HePTP inh 9.0.
For CC(C)OC(=O)c1c(NC(=O)c2cccnc2)sc2c1CCCCC2 the results were HePTP inh 5.6.
Cc1cc(OCCCCCCN2CCCC2)cc(C)c1Cl was read as HePTP inh 3.3.
`O=C1c2cccc3ccc(Cl)c(c23)C(=O)N1Oc1ccc([N+](=O)[O-])cc1[N+](=O)[O-]` gave HePTP inh -4.4.
Screening Cc1nc2sc(C(c3cccs3)N3CCN(Cc4ccccc4)CC3)c(O)n2n1 (stereo not drawn) returned HePTP inh -2.6 and BAP1 inh 77.5.
CCOc1ccc(S(=O)(=O)N(CC(=O)NCc2ccco2)c2ccc(C)cc2)cc1 was read as HePTP inh -6.4.
Screening CCc1nnc(NS(=O)(=O)c2ccc(NS(=O)(=O)c3ccc4ccccc4c3)cc2)s1 returned HePTP inh -8.9.
Screening N/C(=N\O)C1COc2ccccc2O1 (stereo not drawn) returned HePTP inh -0.6 and BAP1 inh 90.5.
`COc1cc(S(=O)(=O)N2CCOCC2)ccc1NC(=O)COC(=O)C12CC3CC(CC(C3)C1)C2` gave HePTP inh 15.7.
NC1=NC(c2ccccc2)n2c(nc3ccccc32)N1 (stereo not drawn) was read as HePTP inh -10.9.
Cc1nc2sc(C(c3ccc(F)cc3)N3CCOCC3)c(O)n2n1 (stereo not drawn) was read as HePTP inh 0.7 and BAP1 inh 80.0.

2 consecutive compounds already listed, for reference:
NC1=NC(c2ccccc2)n2c(nc3ccccc32)N1 (stereo not drawn) was read as HePTP inh -10.9.
Cc1nc2sc(C(c3ccc(F)cc3)N3CCOCC3)c(O)n2n1 (stereo not drawn) was read as HePTP inh 0.7 and BAP1 inh 80.0.

Remaining list, next part.
For CCCc1cc(=O)oc2cc(OCC(=O)c3ccc(F)cc3)ccc12 the results were HePTP inh -3.5.
For COc1ccc(C(=O)OCc2cc3cccc(C)c3[nH]c2=O)cc1 the results were HePTP inh 1.2 and BAP1 inh 82.7.
CN1C(=O)C(=Cc2ccc(OCc3ccccc3F)cc2)C(=O)N(C)C1=O was read as HePTP inh 4.4.
`COCCOC(=O)C1=C(C)NC(=O)NC1c1cccc2ccccc12` (stereo not drawn) gave BAP1 inh 66.8.
`Clc1cccc(NCc2nnc(SCc3ccccc3)o2)c1` gave HePTP inh 3.5 and BAP1 inh 90.1.
For CCCCOC(=O)c1ccc(OC(=O)c2cccnc2)cc1 the results were HePTP inh 6.0 and BAP1 inh 74.7.
For COc1ccc(CNC(=O)c2cc3n(n2)C(C(F)(F)F)CC(c2ccc(Cl)c(Cl)c2)N3)cc1 (stereo not drawn) the results were HePTP inh 7.7.
Screening CCCCCn1c(CNC(=O)CC)nc2ccccc21 returned HePTP inh 3.9 and BAP1 inh 86.0.
`COc1cc2c(cc1OC)CN(C(=O)COc1ccc(C)c(C)c1)CC2` gave HePTP inh 17.4 and BAP1 inh 98.5.
O=[N+]([O-])c1ccc(CNC2CCCc3ccccc32)cc1 (stereo not drawn) was read as HePTP inh -9.0.
For COc1ccc(NC(=O)COc2ccccc2OC)c(OC)c1 the results were HePTP inh 3.0.
Cc1c(Cl)cccc1NC(=O)CCN1CCCC(C)C1 (stereo not drawn) was read as HePTP inh 3.1.
For O=c1[nH]c2ccc(S(=O)(=O)N3CCN(c4ccccc4F)CC3)cc2s1 the results were HePTP inh 5.4.
Screening CCOc1ccc(N2Cc3ncccc3C2=O)cc1 returned HePTP inh -1.5 and BAP1 inh 129.8.
Screening COc1cc2cc(C(c3nnnn3C(C)(C)C)N3CCc4ccccc4C3)c(=O)[nH]c2cc1OC (stereo not drawn) returned HePTP inh 0.5.
O=C(CSc1ccc2nnc(-c3ccccn3)n2n1)N1CCN(c2ccccc2)CC1 was read as HePTP inh -8.7 and BAP1 inh 95.9.
Screening Cc1ccnc(NS(=O)(=O)c2ccc3ccccc3c2)c1 returned HePTP inh -18.3.
`Cn1cccc1C(=O)NC(=O)COC(=O)Cc1coc2ccc3ccccc3c12` gave HePTP inh 2.8.
`CCOc1cccc(N2C(=O)CC(NCc3ccc(S(N)(=O)=O)cc3)C2=O)c1` (stereo not drawn) gave HePTP inh 4.2 and BAP1 inh 85.1.
For COC(=O)c1c(NC(=O)c2nc3ccccc3s2)sc2c1CCN(C(C)=O)C2 the results were HePTP inh -13.8 and BAP1 inh 83.2.
NC(=O)c1ccccc1N/C=C/C(=O)c1ccco1 was read as HePTP inh 7.1 and BAP1 inh 45.3*.
For O=C(Nc1nc(CC23CC4CC(CC(C4)C2)C3)cs1)c1ccc(F)cc1 the results were HePTP inh 6.4.
Screening Cc1ccc(N(O)C(=O)OCCNC(=O)Nc2ccccc2)cc1 returned HePTP inh 4.4 and BAP1 inh 101.8.
`CCCCCCc1nnc(NC(=O)OCC)s1` gave HePTP inh 4.8 and BAP1 inh 89.7.
`O=C(c1ccco1)N1CCN(c2ccc(Cl)cc2)CC1` gave HePTP inh -9.3 and BAP1 inh 116.6.
COc1ccc(NCCNc2ccc(OC)cc2)cc1 was read as HePTP inh 5.6.
`O=C(COc1ccccc1F)Nc1nc(-c2cccs2)c(NC(=O)c2ccccc2)s1` gave HePTP inh -0.9.
`CCn1c(SCC(=O)Nc2nc(C)cs2)nnc1-c1ccco1` gave HePTP inh 7.6 and BAP1 inh 116.8.
For O=C(c1ccccc1)c1ccncc1 the results were HePTP inh 1.4 and BAP1 inh 72.1.
`O=C(O)CCCC(=O)Nc1ccc(CC(=O)O)cc1` gave HePTP inh -11.9.
`COc1ccc2[nH]cc(CCNC(C)=O)c2c1` gave BAP1 inh 87.5.
COC(=O)C1=CN(CCc2ccccc2)C=C(C(=O)OC)C1c1ccc(OC)c(OC)c1 was read as HePTP inh 8.9.
For CC1CCc2cc(F)ccc2N1C(=O)COc1ccc(Cl)cc1 (stereo not drawn) the results were HePTP inh -2.9.
`N#CC1=C(N)C(C#N)(C#N)C(c2ccc[nH]2)C2CCCC=C12` (stereo not drawn) gave HePTP inh 1.8 and BAP1 inh 72.3.
`COc1cc(C(O)C[N+](=O)[O-])ccc1OCc1ccccc1` (stereo not drawn) gave HePTP inh 0.7.
Screening O=C(CCC(=O)Nc1ccccc1)N/N=C/c1cccnc1 returned HePTP inh 0.5.
`O=P(O)(c1ccccc1)c1nccn1-c1ccccn1` gave BAP1 inh 148.8.
Screening CC(C)(C)Nc1c(N)c(=O)oc2ccccc12 returned HePTP inh -2.1 and BAP1 inh 86.1.
Screening O=[N+]([O-])c1ccc(Cl)c(N2CCCC2)c1 returned HePTP inh 4.6.
For O=C(Nc1ccc(N2CCOCC2)cc1)c1ccc(-c2ccccc2[N+](=O)[O-])o1 the results were HePTP inh -12.5.
For Cc1ccc(C(=O)Nc2ncc(Cc3ccc(F)cc3)s2)o1 the results were HePTP inh 10.9 and BAP1 inh 58.0.
`Cc1n[nH]c(C)c1S(=O)(=O)N1CCN(c2ccccn2)CC1` gave HePTP inh -10.6 and BAP1 inh 97.2.
O=S(=O)(NCCN1CCOCC1)c1cc(Cl)ccc1Cl was read as HePTP inh -6.1.
For Cc1cc(C)nc(CC(N)=O)n1 the results were HePTP inh 7.8 and BAP1 inh 109.9.
Screening C#CCSc1nc2ccccc2n1C(=O)c1ccc(S(=O)(=O)N2CCCCC2)cc1 returned HePTP inh -20.0.
COc1cc2c(C#N)c(N3CCCCC3)nc(N)c2c(N)n1 was read as HePTP inh 12.3.
`O=C(O)CCCN1C(=O)c2ccc(C(=O)O)cc2C1=O` gave BAP1 inh 119.9.
`Cc1cc(C)n(-c2nc(C)nc3sc4c(c23)CCC(C)C4)n1` (stereo not drawn) gave HePTP inh -6.6 and BAP1 inh 56.0.
`O=C(O)c1cccc(N2C(=O)CCC2=O)c1` gave HePTP inh 3.9 and BAP1 inh 73.4.
Screening COc1cccc(/C=N/NC(=O)CSc2nnc(-c3ccccc3)n2-c2ccccc2)c1OC returned HePTP inh 2.6.
For CCN(CC)S(=O)(=O)c1ccc(NC(=O)c2cccs2)cc1 the results were HePTP inh 15.6.
Screening Cc1occc1-c1nnc(SCC(=O)N2CCCc3ccccc32)n1Cc1ccco1 returned HePTP inh -1.9 and BAP1 inh 87.8.
For O=C(Nc1ccc(F)cc1)N1CCOCC1 the results were HePTP inh 3.4 and BAP1 inh 91.3.
For COc1ccccc1N1CCN(C(=O)c2ccccc2Oc2ccccc2)CC1 the results were HePTP inh -7.5&-3.3 and BAP1 inh 94.0.
`Cn1cc(S(=O)(=O)N2CCN(C(=O)c3ccco3)CC2)c(=O)n(C)c1=O` gave HePTP inh -10.3 and BAP1 inh 97.7.
For O=C(c1ccccc1Br)N1CCN(c2cc(N3CCCC3)c(F)cc2[N+](=O)[O-])CC1 the results were HePTP inh -9.9.
For Cc1cccc(C)c1NC(=S)NC(=O)/C=C/c1ccccc1 the results were HePTP inh -5.2.
Screening O=C1c2ccccc2C(=O)N1Cc1ccc2c(c1)OCO2 returned HePTP inh 7.3 and BAP1 inh 165.0.
For CC1(C)Cc2c(c(-c3ccccc3)[nH]c(=O)c2C#N)CO1 the results were HePTP inh 4.4&6.6 and BAP1 inh 71.7.
Screening CCCCOc1ccc(/C=C2/C=C(c3ccccc3)OC2=O)cc1 returned HePTP inh 6.2.
`CCOc1ccc2c(c1)C(=C1SC(C(=O)OC)=C(C(=O)OC)S1)C(=S)C(C)(C)N2C(=O)CC(C)C` gave BAP1 inh 69.3.
Screening COc1c(Br)cc(Cl)cc1/C=C1\C(=O)NC(=S)N(c2ccc(C)cc2)C1=O returned HePTP inh 102.9*.
CCNc1c(N)c(=O)oc2ccccc12 was read as HePTP inh 7.1 and BAP1 inh 103.3.
`CCOC(=O)CCc1c(C)nc2cc(-c3cccc(Cl)c3)[nH]n2c1=O` gave HePTP inh 5.2.
N#C/C(=C/c1ccc2c(c1)OCO2)C(=O)Nc1cccc(Br)c1 was read as HePTP inh -2.4.
Screening O=C(CC1OC(=O)c2ccccc21)c1ccccc1 (stereo not drawn) returned HePTP inh -10.5.
Screening O=Cc1cccc(OCc2ccccc2F)c1 returned HePTP inh 8.1.
For O=C(CCCN1C(=O)/C(=C\c2ccc(F)cc2)SC1=S)Nc1cc([N+](=O)[O-])ccc1O the results were HePTP inh -22.1.
For Cc1ccsc1CN1CCN(c2ccccn2)CC1 the results were HePTP inh 4.3 and BAP1 inh 95.1.
COc1ccc2[nH]c(=O)c(CN(C)C(=O)C3CCCCC3)cc2c1 was read as HePTP inh -7.3.
For CN(Cc1ccccc1)S(=O)(=O)c1ccc(S(=O)(=O)N2CCN(CCC#N)CC2)cc1 the results were HePTP inh -6.9 and BAP1 inh 85.8.
For CCOC(=O)c1cc2n(n1)C(C(F)(F)F)CC(c1ccco1)N2 (stereo not drawn) the results were HePTP inh -0.1.
Screening O=C(Oc1nsnc1N1CCOCC1)N1CCOCC1 returned HePTP inh 4.1 and BAP1 inh 100.8.
For Cc1cc(C)nc(N2CCC(C(=O)NCCc3ccccc3)CC2)n1 the results were HePTP inh 9.0 and BAP1 inh 103.3.
Cc1cc(C)c2nc(SCC#N)cc(C)c2c1 was read as HePTP inh 7.3 and BAP1 inh 101.5.
`CC(=O)N1CCN(c2ccc([N+](=O)[O-])cc2Cl)CC1C` (stereo not drawn) gave HePTP inh -2.5.
Cc1ccc(C)c2[nH]c(=O)c(CCNC(=O)CC(C)(C)C)cc12 was read as HePTP inh 5.0 and BAP1 inh 88.5.
Screening CC(C)CC(=O)Nc1ccc(S(N)(=O)=O)cc1 returned HePTP inh 2.3.
Screening Cc1noc(C)c1COC(=O)CCCc1c[nH]c2ccccc12 returned HePTP inh -1.7 and BAP1 inh 54.5.
Screening COc1ccc(CCNC(=O)COc2ccc(C)cc2Br)cc1 returned HePTP inh 0.9.

Six entries drawn at random from those above:
Screening COc1c(Br)cc(Cl)cc1/C=C1\C(=O)NC(=S)N(c2ccc(C)cc2)C1=O returned HePTP inh 102.9*.
For CN(Cc1ccccc1)S(=O)(=O)c1ccc(S(=O)(=O)N2CCN(CCC#N)CC2)cc1 the results were HePTP inh -6.9 and BAP1 inh 85.8.
Screening O=C(Oc1nsnc1N1CCOCC1)N1CCOCC1 returned HePTP inh 4.1 and BAP1 inh 100.8.
COc1ccc2[nH]c(=O)c(CN(C)C(=O)C3CCCCC3)cc2c1 was read as HePTP inh -7.3.
For Cc1ccsc1CN1CCN(c2ccccn2)CC1 the results were HePTP inh 4.3 and BAP1 inh 95.1.
For O=C(CCCN1C(=O)/C(=C\c2ccc(F)cc2)SC1=S)Nc1cc([N+](=O)[O-])ccc1O the results were HePTP inh -22.1.

More records follow:
For CCOC(=O)C1=C(C)NC2=C(C(=O)CCC2)C1c1ccc(I)cc1 (stereo not drawn) the results were HePTP inh 4.8.
For CCOC(=O)C(CC)Oc1ccc2c(C)c(CC)c(=O)oc2c1 (stereo not drawn) the results were HePTP inh 7.1.
CC(C)c1ccc(NS(=O)(=O)c2ccc3[nH]cc(C(=O)N4CCC(C(N)=O)CC4)c(=O)c3c2)cc1 was read as HePTP inh -11.2 and BAP1 inh 86.7.
Cc1cccc(NC(=O)Nc2c(C)n(C)n(-c3ccccc3)c2=O)c1 was read as HePTP inh 8.8.
Screening Nc1nonc1C(=O)NCCNC(=O)c1cccc(Br)c1 returned HePTP inh -6.3.
